# Compound activity (PubChem)
# NCI-60 one-dose screen, 48 h, at 10 µM unless noted. Numbers give growth in % (100 = growth as untreated, 0 = no growth, -100 = all killed).
# SF-295: SF-295 CNS cancer cells. 79,000 tested, 5.6% active
# SW-620: SW-620 colon cancer; 82,000 tested, 5.2% active; AID 1794795
# HT29: HT29 colon cancer | 81,000 tested, 7.4% active
# SF-268: SF-268 CNS cancer cells. 82,000 tested, 3.1% active
# KM12: KM12 colon cancer cells. 82,000 tested, 5% active. AID 1794800
# HCC-2998: HCC-2998 colon cancer. 79,000 tested, 4.7% active. AID 1794799
# SNB-75: SNB-75 CNS cancer. 79,000 tested, 5% active
# SF-539: SF-539 CNS cancer | 81,000 tested, 6.8% active | AID 1794752
# SNB-19: SNB-19 CNS cancer cells. 81,000 tested, 2.5% active. AID 1794751
# An asterisk follows results filed as active; · = no result given; & = joins results of further samples. Rule for the calls: active = growth percent below 10; inactive = the rest.
nr	SMILES	SF-295	SW-620	HT29	SF-268	KM12	HCC-2998	SNB-75	SF-539	SNB-19
1	Cc1ccc(NC(=O)c2ccc(CN3CCOCC3)c(C(F)(F)F)c2)cc1Oc1ccc(-c2[nH]nc3ncnc(N)c23)cc1	63.2	110.2	37.0	81.6	25.4	75.2	111.5	49.3	95.5
2	O=C(Nc1ccccn1)[C@H](O)[C@@H](O)C(=O)N1CCOCC1	109.5	110.1	103.6	106.5	108.0	115.6	121.4	106.6	101.6
3	COc1ccccc1C1=C(Br)C(=O)c2nc(C)ccc2C1=O	98.6	87.9	101.0	97.5	102.9	102.3	94.4	104.8	101.0
4	CCCCCCCN(CCCCCCC)CC(O)c1ccc2ccc3ccc(Cl)cc3c2c1 (configuration not stated)	93.7	66.7	82.0	95.5	95.3	107.7	90.1	94.8	100.8
5	Nc1ncc(C#Cc2cncc(NC(=O)c3cccc(C(F)(F)F)c3)c2)c2cccnc12	61.2	49.3	27.4	58.4	19.0	47.1	60.7	43.8	94.9
6	CN(C)CC(O)c1cc2ccccc2c2ccccc12 (configuration not stated)	93.2	77.7	83.6	99.0	100.5	103.0	97.0	95.2	89.6
7	CC(C)OC1=C(Cl)C(=O)c2ccccc2C1=O	·	56.6	113.0	93.5	41.2	·	75.8	38.4	90.1
8	COc1ccc(CN2CCc3c(nc(N)nc3Sc3ccccc3OC)C2)c(OC)c1	125.4	98.9	82.1	91.7	98.4	104.0	85.4	103.5	91.0

# Compound profiles (already shown). Screens in order: SF-295	SW-620	HT29	SF-268	KM12	HCC-2998	SNB-75	SF-539	SNB-19
# `COc1ccc(CN2CCc3c(nc(N)nc3Sc3ccccc3OC)C2)c(OC)c1` is listed with 125.4	98.9	82.1	91.7	98.4	104.0	85.4	103.5	91.0
# `CCCCCCCN(CCCCCCC)CC(O)c1ccc2ccc3ccc(Cl)cc3c2c1` (configuration not stated) is listed with 93.7	66.7	82.0	95.5	95.3	107.7	90.1	94.8	100.8

# Other compounds
nr	SMILES	SF-295	SW-620	HT29	SF-268	KM12	HCC-2998	SNB-75	SF-539	SNB-19
9	CC(Sc1nc2sc3c(c2c(=O)n1-c1ccc(Cl)cc1)CCCC3)C(=O)Nc1ccccc1Br (configuration not stated)	89.0	94.6	102.5	87.6	98.7	101.5	72.3	77.1	76.2
10	CNC(=O)c1cc(Oc2ccc3nc(NC(=O)c4ccc(Cl)c(C(F)(F)F)c4)sc3c2)ccn1	78.3	92.4	68.1	85.3	67.7	74.8	39.0	69.9	·
11	COc1ccc(Nc2cc(N)nc(N)n2)cc1	102.6	99.4	104.2	97.5	99.9	102.1	93.9	99.8	97.9
12	CC(C)[C@H]1CC[C@H]2[C@@H](CC[C@H]3[C@](C)(CN)CCC[C@]23C)C1	80.5	-12.2*	-57.7*	53.5	36.7	29.3	69.0	98.8	98.1
13	Cc1cc(Cl)nc(N2CCN(CCNc3ccnc4cc(Cl)ccc34)CC2)n1	36.4	45.3	10.5	72.2	55.7	-3.1*	87.5	31.7	79.9
14	CC(=O)c1cccc(Nc2ccnc(SCC(=O)c3ccc(-c4ccccc4)cc3)n2)c1	90.2	93.9	90.7	99.2	90.4	92.1	91.4	88.9	93.5
15	O=C([C@@H]1C[C@@H]1c1ccc(S(F)(F)(F)(F)F)cc1)N1CCN(c2cc(Cl)ccc2C(F)(F)F)CC1	92.5	86.8	51.7	77.4	74.8	97.3	90.7	95.5	87.8
16	NC(CSCc1ccccc1)C(=O)O (configuration not stated)	106.7	121.2	116.1	111.9	106.2	107.8	86.4	83.5	101.2

# For reference, some entries already given.
nr	SMILES	SF-295	SW-620	HT29	SF-268	KM12	HCC-2998	SNB-75	SF-539	SNB-19
12	CC(C)[C@H]1CC[C@H]2[C@@H](CC[C@H]3[C@](C)(CN)CCC[C@]23C)C1	80.5	-12.2*	-57.7*	53.5	36.7	29.3	69.0	98.8	98.1
13	Cc1cc(Cl)nc(N2CCN(CCNc3ccnc4cc(Cl)ccc34)CC2)n1	36.4	45.3	10.5	72.2	55.7	-3.1*	87.5	31.7	79.9
14	CC(=O)c1cccc(Nc2ccnc(SCC(=O)c3ccc(-c4ccccc4)cc3)n2)c1	90.2	93.9	90.7	99.2	90.4	92.1	91.4	88.9	93.5
15	O=C([C@@H]1C[C@@H]1c1ccc(S(F)(F)(F)(F)F)cc1)N1CCN(c2cc(Cl)ccc2C(F)(F)F)CC1	92.5	86.8	51.7	77.4	74.8	97.3	90.7	95.5	87.8
16	NC(CSCc1ccccc1)C(=O)O (configuration not stated)	106.7	121.2	116.1	111.9	106.2	107.8	86.4	83.5	101.2

# Next part
nr	SMILES	SF-295	SW-620	HT29	SF-268	KM12	HCC-2998	SNB-75	SF-539	SNB-19
17	CCN1CCC(O)(C(C(=O)OC)c2ccccc2)CC1 (configuration not stated)	111.5	104.1	102.8	99.3	109.3	·	87.9	101.5	96.6
18	Cc1ccc(-c2csc(NC(=O)c3ccccc3CN3C(=O)c4ccccc4C3=O)n2)cc1	95.6	100.0	97.1	86.6	100.4	98.0	87.3	98.4	91.8
19	C=C(C)[C@@H]1CC[C@]2(C)[C@H](CC(=O)[C@@H]3[C@@H]4CC(C)(C)CC[C@]4(C(=O)OC)CC[C@]32C)[C@@]1(C)CCC(=O)OC	65.1	93.6	82.6	82.0	85.0	88.9	70.0	82.2	82.5
20	CCN1CCN(c2ccc(NC(=O)Nc3ccc(-c4cc(C(=O)NC(C)C)c5ncccc5n4)cc3)cc2C(F)(F)F)CC1	-92.4*	-69.8*	-82.3*	-16.3*	-83.7*	-98.2*	-94.3*	-98.9*	-81.7*
21	COc1cccc(/C=C/c2nc3c(cnn3-c3ccccc3)c(=O)[nH]2)c1	77.7	62.2	27.2	89.2	107.2	80.5	80.4	59.5	94.6
22	O=C(CCN1C(=O)/C(=C/c2ccccc2F)SC1=S)N1CCOCC1	97.8	58.8	87.1	100.7	80.8	114.9	94.0	87.8	99.0
23	Cn1c(=O)[nH]c(=O)c2nc(/C=C/c3ccccc3)c(/C=C/c3ccccc3)nc21	100.5	105.4	105.7	102.6	100.8	114.0	99.2	103.5	99.3
24	O=C(NNc1nc2cc(F)ccc2n2c(CN3CCCCC3)ccc12)c1cnccn1	-92.0*	2.9*	8.2*	-20.9*	-29.8*	-65.2*	-9.8*	-66.0*	-8.8*
25	Oc1ccc(C=NCCN=Cc2ccc(O)cc2O)c(O)c1	·	100.1	97.0	111.2	61.3	·	115.9	92.7	96.1
26	Cc1nc2sccn2c1-c1cn2ccsc2n1	89.9	96.9	99.3	101.6	64.1	50.2	84.8	90.5	93.1
27	O=C(N/N=C/c1cccc2ccccc12)N/N=C/c1cccc2ccccc12	102.2	106.9	88.9	101.8	95.9	88.4	84.4	98.5	103.0
28	O=c1c2ccccc2nc2c3[nH]c4c(Cl)c(Cl)ccc4c3ccn12	102.7	·	83.6	77.6	66.2	96.5	69.6	71.4	100.4
29	O=c1c(/C=C\c2ccco2)nnc2sc(Nc3ccccc3)nn12	106.9	113.5	113.1	111.3	103.5	106.6	109.3	112.5	108.4
30	COc1ccc(S(=O)(=O)N2CCN(c3nccc(-c4c(-c5cccc(F)c5)nc5sccn45)n3)CC2)cc1	92.4	100.6	82.9	56.3	97.4	108.9	75.4	101.4	90.9
31	O=[N+]([O-])c1ccc(N/N=C/CCl)c([N+](=O)[O-])c1	·	104.5	110.9	99.3	96.7	97.6	99.5	107.8	115.3
32	CN1CCN(Cc2ccc(NC(=O)c3[nH]ncc3Nc3ncnc4sc5c(c34)CCCC5)cc2)CC1	-87.9*	-52.0*	-36.9*	-44.3*	-64.3*	-74.9*	-94.2*	-100.0*	-88.8*
33	Nc1c(C(=O)Nc2ccccc2F)sc2nc3c(cc12)C(=O)CCC3	3.2*	30.0	12.2	54.9	24.6	43.8	13.7	10.5	41.1
34	S=c1n(Cc2ccc3ccccc3c2)c2ccccc2n1Cc1ccc2ccccc2c1	85.4	94.1	94.8	85.1	89.3	101.7	76.3	98.3	100.2
35	COc1ccc2[nH]c(=O)c3c4ccccc4cn3c2c1	-2.6*	13.3	·	1.5*	10.4	31.3	56.5	9.1*	27.9
36	Cc1cc(=O)n2n1-c1ccc(C(F)(F)F)cc1NC(=O)C2	106.3	103.6	97.6	107.7	106.7	96.3	89.6	92.8	106.7
37	Cn1ccc2cc(NC(=O)Cn3cc(CN4CCCCC4)nn3)ccc21	106.1	102.9	105.5	104.3	108.4	120.8	89.7	106.7	106.1
38	Cc1cc(NC(=O)c2ccc(C)c(Nc3nccc(-c4cccnc4)n3)c2)cc(-n2cnc(C)c2)c1	-13.4*	50.2	-18.6*	73.3	35.1	70.8	-14.0*	21.1	66.6
39	CCOC(=O)NCCCC(=O)NCCc1ccccc1	103.7	110.8	109.9	101.3	96.6	99.1	109.1	106.3	108.3
40	O=C1c2cc(Br)ccc2-n2c1nc1cc(Br)ccc1c2=O	87.0	68.0	74.3	78.0	77.5	107.6	68.3	92.4	84.6
41	CCCCCCCCCC(CCCCCCCCC)NCc1ccccc1	101.7	79.3	80.0	·	·	96.7	128.0	95.4	91.8
42	Nc1nc(-c2cccc([N+](=O)[O-])c2)c(N=Nc2cccc([N+](=O)[O-])c2)s1	1.9*	18.5	94.2	14.7	48.2	59.8	-8.6*	-26.4*	20.9
43	COc1cc(-c2nc3ccccc3s2)cc(CN2CCCCC2)c1O	99.4	100.3	108.3	96.6	96.2	91.7	66.5	116.7	101.4
44	Cc1ccc2oc(=O)c(S(=O)(=O)Nc3ccccc3)c(O)c2c1	94.6	93.6	100.1	99.7	98.6	107.8	92.0	96.2	100.5
45	O=C(Nc1cc(Cl)ccc1Cl)c1ccc(Cl)cc1Cl	80.1	98.3	107.4	101.4	97.7	97.5	106.1	95.4	106.9
46	COc1ccc(/C=C/c2nc(Nc3ccc(N)cc3)c3ccccc3n2)cc1	87.0	56.4	70.1	87.8	72.4	84.3	104.9	91.5	92.1
47	CC1(C)c2ccccc2-c2nc3ccccc3cc2C1N1CCOCC1 (configuration not stated)	98.6	98.7	99.6	98.0	103.2	·	95.5	96.0	106.5
48	COc1ccc(C2=Nc3c(N)ncnc3NC(c3sc(Cl)nc3Cl)C2)cc1 (configuration not stated)	114.6	106.6	95.9	100.1	106.5	106.9	95.6	94.1	96.7
49	CCN1Cc2nc3sc(C)c(C)c3c(=O)n2C=C1C	81.0	15.6	22.1	101.2	14.5	81.2	88.0	70.0	49.4
50	Cc1[nH]c(C(=O)Nc2ccccc2OCc2cccc(C(=O)NC3CCNC3)c2)c(Cl)c1Cl (configuration not stated)	-85.0*	-66.3*	-47.7*	74.8	-1.7*	5.8*	73.6	-75.6*	9.6*
51	COc1ccc(-c2csc(NC(=O)c3cc(OC)c(OC)c(OC)c3)n2)cc1	91.9	102.0	110.4	101.8	108.0	111.7	101.5	111.9	94.0
52	CC(C)(C)c1ccc(CC(=O)Nc2sc3c(c2C(N)=O)CCC(=O)C3)cc1	10.1	3.8*	3.3*	26.0	-3.8*	25.5	23.0	-36.4*	22.8
53	COc1cccc(N2C(=O)/C(=C/C3=Cc4ccccc4OC3)SC2=S)c1	99.0	96.9	101.9	102.4	99.9	101.4	68.5	98.5	95.4
54	OC(CSc1ccccc1)CN1CCN(c2ccccc2)CC1 (configuration not stated)	115.2&135.8	108.0	99.3&106.0	104.3&111.6	100.8&114.3	95.5&113.4	87.8&81.8	118.2&117.2	109.9&96.0
55	CC(=O)O[C@H]1CC[C@@]2(C)[C@@H](CC[C@@H]3[C@@H]2CC[C@]2(C)C=C(C=O)C[C@@H]32)C1	97.1	30.1	31.4	66.6	107.0	92.5	69.5	92.7	82.5
56	CSc1nn(-c2nc(-c3cccs3)c(C#N)c(=O)[nH]2)c(N)c1C#N	92.5	106.6	94.9	106.0	108.4	96.1	93.7	91.5	100.1
57	Cc1ccc(C)n1-c1nnc(N2CCCC(C(=O)NCCc3c[nH]c4ccccc34)C2)s1 (configuration not stated)	90.6	91.7	87.6	87.3	80.3	101.3	86.2	93.9	93.0
58	CCCCCCC(=O)CC(=O)OCC	96.3	100.7	98.9	102.2	108.9	104.3	83.6	93.2	103.5
59	[C-]#[N+]c1c(-c2ccc(Cl)cc2)cc(-c2ccc(N)cc2)[nH]c1=O	98.7	103.2	115.6	105.1	93.7	113.8	83.0	88.9	97.5
60	Cc1ccccc1/C=C1/SC(=O)N(CC(=O)N2CCN(c3cc4c(cc3F)c(=O)c(C(=O)O)cn4C3CC3)CC2)C1=O	97.3	102.2	98.5	98.4	99.6	106.3	83.4	98.3	95.9
61	O=COC1CC2CCC13CC=CCC23 (configuration not stated)	·	104.1	113.6	99.7	111.2	106.1	90.3	96.6	112.1
62	OCc1ccc(Cl)c(Cl)c1	99.7	88.1	98.8	91.4	94.5	108.9	109.8	104.4	99.4
63	O=C(CCCCCCN1CC(=O)N2[C@@H](c3ccc(Cl)s3)c3[nH]c4ccccc4c3C[C@H]2C1=O)NO	37.1	33.2	38.9	81.6	71.9	37.6	22.5	40.9	52.2
64	O=C(Nc1ccc(OCc2nnc(-c3ccccc3)o2)c(F)c1)c1cccc(C(F)(F)F)c1	84.6	97.3	89.5	76.0	58.1	83.5	84.7	91.5	85.0
65	CC(=O)CC(C)=Nc1cccc(N=C(C)CC(C)=O)c1	113.1	98.2	105.4	95.5	95.8	101.3	90.7	100.1	103.9
66	O=C1CC(N2CCC(Oc3ccc4c(c3)OCO4)CC2)C(=O)N1c1ccccc1 (configuration not stated)	·	96.8	102.9	101.4	105.9	96.3	84.9	101.8	97.0
67	COc1ccc(C(=O)c2ccccc2C(=O)c2ccccc2)cc1	·	100.2	107.4	98.2	101.2	116.6	90.1	106.0	98.8
68	O=C(Nc1cccc(Oc2nnc(Cl)c3ccccc23)c1)Nc1ccc(Cl)c(C(F)(F)F)c1	-56.3*	-62.9*	-75.9*	-32.2*	-60.1*	-86.5*	-59.3*	-73.4*	-5.9*
69	O=C(Nc1ccc(NC(=O)c2ccc([N+](=O)[O-])cc2)cc1)c1ccc([N+](=O)[O-])cc1	113.0	104.4	99.4	102.3	104.5	99.9	81.2	98.4	113.2
